PP1 inh = PP1-alpha phosphatase inhibitors, primary screen, counter-screen for PP5 inhibitor project, biochemical, fluorescence, OMFP substrate, single point | Serine/threonine-protein phosphatase PP1-alpha catalytic subunit (Homo sapiens), P62136 | purified PP1alpha | inhibition, % at 6.7 µM | 320,000 compounds, 0.9% hits;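 active means inhibition above the mean inhibition of all tested compounds plus 3 SD, computed separately for each screening campaign, cut at about 15% in these data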
EBNA-1 inhibitor = EBNA-1 DNA-binding inhibitors, primary screen, biochemical, fluorescence polarization; inhibition, % at 14.8 µM; 300,000 compounds, 0.34% hits; AID 1950, 2009; in the data active means inhibition above about 28%
PP5 primary = PP5 phosphatase inhibitors, primary screen, biochemical, fluorescence; inhibition, % at 6.7 µM; Serine/threonine-protein phosphatase 5 (Homo sapiens), P53041; 320,000 compounds, 0.18% hits; purified PP5c, OMFP substrate fluorescence;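 active means inhibition above the campaign's mean inhibition across all tested compounds plus 3 SD, cut at about 9.5% in these data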;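 further: 0% = DMSO only and 100% = 100 µM cantharidin control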
Target sequence (P53041 whole entry, looked up): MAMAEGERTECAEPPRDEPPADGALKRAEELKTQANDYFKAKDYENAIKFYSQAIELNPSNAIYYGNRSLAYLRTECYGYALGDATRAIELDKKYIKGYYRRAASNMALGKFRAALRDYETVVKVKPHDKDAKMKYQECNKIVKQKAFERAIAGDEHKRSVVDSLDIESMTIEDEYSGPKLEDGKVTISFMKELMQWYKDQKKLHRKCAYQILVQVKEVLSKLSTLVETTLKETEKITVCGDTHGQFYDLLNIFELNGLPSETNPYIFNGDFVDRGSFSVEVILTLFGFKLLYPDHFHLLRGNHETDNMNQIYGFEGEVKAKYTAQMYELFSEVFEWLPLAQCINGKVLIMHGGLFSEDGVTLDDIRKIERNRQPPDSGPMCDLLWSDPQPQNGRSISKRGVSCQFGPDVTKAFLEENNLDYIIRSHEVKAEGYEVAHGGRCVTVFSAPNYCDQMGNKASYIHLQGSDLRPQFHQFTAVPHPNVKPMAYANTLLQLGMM
CTSL1 counter = Fasciola hepatica cathepsin L1 inhibitors, primary screen, counter-screen for PFM18AAP inhibitor project, biochemical, QFRET, fluorogenic peptide substrate | inhibition, % at 5.96 µM | recombinant F. hepatica cathepsin L1, Z-Leu-Arg-MCA fluorescence | AID 1906, 2009 | 300,000 compounds, 0.49% hits;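 active means inhibition above the mean of all tested compounds plus 3 SD, set per screening campaign, cut at about 17% in these data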;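 further: 0% = plate median of test compound wells and 100% = 1 µM Z-Phe-Ala-diazomethylketone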
core dimer inh = inhibitors of HCV core protein dimerization, primary screen, biochemical, TR-FRET, high-throughput. inhibition, % at 5 µM. TR-FRET GST/Flag-core106 dimerization, 1536-well. 300,000 compounds, 0.33% hits;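 active means inhibition above the mean of all tested compounds plus 3 SD, set per screening campaign, cut at about 45% in these data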
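System: GST-tagged and Flag-tagged HCV core protein residues 1-106 / Input: core106 proteins, GST 13.5 nM and Flag 17 nM / Buffer or medium: KF-containing HEPES buffer, pH 7.45, DTT, CHAPS, BSA / Probe or stimulus: Eu-anti-GST and XL665-anti-Flag labelled anti-tag antibodies / Schedule: 4 h, 22.5 °C incubation / Technique: TR-FRET 671 and 617 nm emission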
TPT1 inh = Candida albicans TPT1 enzyme inhibitors, primary screen, biochemical, fluorescence polarization; 300,000 compounds, 0.81% hits; inhibition, % at 5 µM; recombinant caTPT1, FP RNA substrate dephosphorylation; tRNA 2'-phosphotransferase TPT1 (Candida albicans SC5314); AID 1962, 2009;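 active means inhibition above the mean of all tested compounds plus 3 SD, set per screening campaign, cut at about 24% in these data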;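 further: plate controls were DMSO alone for no effect and ferristatin control at 100 nM for full effect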
CR mimetic SO = reduction of superoxide in aged yeast, primary screen, HTS | S. cerevisiae aged cells, superoxide DHE fluorescence; active compounds read low | superoxide response (% of plate mean), % at 10 µM | 330,000 compounds, 0.18% hits | AID 2690, 2010;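 active means superoxide response under a set limit, about three screen SD below normal, cut at about 65% in these data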;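 further: yeast aged for seven days with compound at 30 °C before DHE staining; 100% = average MFI of all compound-treated wells on the plate with controls excluded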
JMJD2C inh = inhibitors of GASC-1 histone demethylase, primary screen, biochemical, fluorescence, DELFIA europium. GST-JMJD2C(1-420) H3K9me3 demethylation. Lysine-specific demethylase 4C (Homo sapiens), Q9H3R0. inhibition, % at 2.35 µM. AID 2099, 2009. 330,000 compounds, 0.069% hits;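 active means more than half of a compound's replicate wells show inhibition beyond 50%, single wells judged on their own value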;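 further: signal counts dimethyl H3K9 product captured on neutravidin plate; 0% = median of DMSO wells and 100% = 0.3 times that DMSO median; strong numbers were not always called active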
Target sequence (Q9H3R0 1-420 limits assumed): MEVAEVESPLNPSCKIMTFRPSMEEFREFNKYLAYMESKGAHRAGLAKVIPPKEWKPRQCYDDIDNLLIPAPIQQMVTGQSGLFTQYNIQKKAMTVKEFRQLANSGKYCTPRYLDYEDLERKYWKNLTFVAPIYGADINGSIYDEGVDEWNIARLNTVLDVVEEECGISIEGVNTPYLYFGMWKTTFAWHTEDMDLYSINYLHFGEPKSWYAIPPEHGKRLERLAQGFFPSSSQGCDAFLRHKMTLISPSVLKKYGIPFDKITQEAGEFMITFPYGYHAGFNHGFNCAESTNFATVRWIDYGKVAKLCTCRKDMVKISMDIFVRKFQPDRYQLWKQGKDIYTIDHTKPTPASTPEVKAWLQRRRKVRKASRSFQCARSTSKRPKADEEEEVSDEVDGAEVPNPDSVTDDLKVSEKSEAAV
ZTA counter = ZTA (EBV) inhibition in EBNA-1 counter-screen. P03206. ZTA-DNA binding, fluorescence polarization. inhibition, % at 11 µM. 320,000 compounds, 0.15% hits; in the data active means inhibition above about 33%
An asterisk follows results filed as active. Compounds as they come. About 3.1% of those tested had a hit in this group.

How did CCOC(=O)C1=C(C)NC2=C(C(=O)C(C(=O)OCC)C(c3ccc(OC)cc3)C2)C1c1ccccn1 (centres undefined) do in these assays?
PP1 inh: 0; EBNA-1 inhibitor: 1; PP5 primary: -2.2; CTSL1 counter: 2; core dimer inh: 1; TPT1 inh: -3; CR mimetic SO: 96; JMJD2C inh: -6; ZTA counter: 0

What do the screens show for `CC(C)CC(NC(=O)C1CCC(C)CC1)C(=O)Nc1cccnc1` (centres undefined)?
PP1 inh: 0; EBNA-1 inhibitor: 3; PP5 primary: 2.1; CTSL1 counter: 8; core dimer inh: -2; TPT1 inh: 0; CR mimetic SO: 110; JMJD2C inh: 10; ZTA counter: -3

How did O=C(CN1CCC(n2cnc3cc(F)ccc32)CC1)Nc1ccccc1Br do in these assays?
PP1 inh: -3; EBNA-1 inhibitor: 2; PP5 primary: 1.8; CTSL1 counter: 2; core dimer inh: -3; TPT1 inh: -3; CR mimetic SO: 87; JMJD2C inh: 1; ZTA counter: -17

How did Cc1cc(NC(=O)C2CCN(S(=O)(=O)Cc3ccccc3)CC2)ccc1-n1cnnn1 do in these assays?
PP1 inh: -4; EBNA-1 inhibitor: -7; PP5 primary: 1.8; CTSL1 counter: 1; core dimer inh: -8; TPT1 inh: 1; CR mimetic SO: 115; JMJD2C inh: 28; ZTA counter: -3

Results for Cn1cccc1/C=N/NC(=O)c1cc2ccccc2cc1O ?
PP1 inh: 3; EBNA-1 inhibitor: 6; PP5 primary: 3.1; CTSL1 counter: 3; core dimer inh: -1; TPT1 inh: 0; CR mimetic SO: 101; JMJD2C inh: -27; ZTA counter: 2

Results for C/C(=N\NC(=S)NC(C)C)c1ccco1 ?
PP1 inh: 6; EBNA-1 inhibitor: 1; PP5 primary: 0.7; CTSL1 counter: 2; core dimer inh: -2; TPT1 inh: 1; CR mimetic SO: 107; JMJD2C inh: 5; ZTA counter: 12

Results for CCN(CC)S(=O)(=O)c1ccc(NC(=O)C2c3ccccc3Oc3ccccc32)cc1 ?
PP1 inh: 12; EBNA-1 inhibitor: -7; PP5 primary: 2.4; CTSL1 counter: 1; core dimer inh: 14; TPT1 inh: -3; CR mimetic SO: 104; JMJD2C inh: -25; ZTA counter: -7

Results for CS(=O)(=O)N(CC(=O)Nc1cccc(F)c1)c1cccc([N+](=O)[O-])c1 ?
PP1 inh: 0; EBNA-1 inhibitor: 2; PP5 primary: 2.0; CTSL1 counter: 1; core dimer inh: 6; TPT1 inh: 3; CR mimetic SO: 108; JMJD2C inh: -2; ZTA counter: -17

Results for CCn1nnc(NC(=O)c2ccc(C(C)(C)C)cc2)n1 ?
PP1 inh: -11; EBNA-1 inhibitor: -7; PP5 primary: -1.7; CTSL1 counter: -2; core dimer inh: -5; TPT1 inh: 1; CR mimetic SO: 90; JMJD2C inh: 5; ZTA counter: 12

What do the screens show for `CCc1ccc(NC(=O)CSc2nnnn2C)cc1`?
PP1 inh: 0; EBNA-1 inhibitor: -3; PP5 primary: 0.8; CTSL1 counter: 2; core dimer inh: -2; TPT1 inh: -1; CR mimetic SO: 106; JMJD2C inh: -1; ZTA counter: -15

Results for O=C(NC(=S)Nc1ccccc1N1CCCCC1)c1ccc(F)cc1Cl ?
PP1 inh: -3; EBNA-1 inhibitor: -16; PP5 primary: 2.7; CTSL1 counter: -1; core dimer inh: 6; TPT1 inh: 0; CR mimetic SO: 111; JMJD2C inh: -7; ZTA counter: 4

Results for O=C(CCS(=O)(=O)c1ccc(Cl)cc1)NCCc1c[nH]c2ccccc12 ?
PP1 inh: 2; EBNA-1 inhibitor: -3; PP5 primary: -3.0; CTSL1 counter: 12; core dimer inh: 5; TPT1 inh: 3; CR mimetic SO: 96; JMJD2C inh: -4; ZTA counter: 1

Results for CC[C@H](C)[C@H](NC(=O)CNC(=O)COc1cc2c(c3oc(=O)cc(C)c13)CCC(C)(C)O2)C(=O)O ?
PP1 inh: -3; EBNA-1 inhibitor: -10; PP5 primary: 1.9; CTSL1 counter: 3; core dimer inh: 0; TPT1 inh: 5; CR mimetic SO: 113; JMJD2C inh: -11; ZTA counter: -9

What do the screens show for `O=C(c1ccco1)N1CCN(C2CC(=O)N(c3ccc4c(c3)OCO4)C2=O)CC1` (centres undefined)?
PP1 inh: -7; EBNA-1 inhibitor: -1; PP5 primary: -1.1; CTSL1 counter: -3; core dimer inh: 0; TPT1 inh: -2; CR mimetic SO: 109; JMJD2C inh: -3; ZTA counter: 6

How did Cc1cc(N)n2ncc(-c3ccccc3)c2n1 do in these assays?
PP1 inh: 1; EBNA-1 inhibitor: 9; PP5 primary: 0.8; CTSL1 counter: 2; core dimer inh: -19; TPT1 inh: -1; CR mimetic SO: 100; JMJD2C inh: -7; ZTA counter: 1

What do the screens show for `Cc1noc(NS(=O)(=O)c2ccc(N/C=C\C(=O)c3ccc(Br)cc3)cc2)c1C`?
PP1 inh: -4; EBNA-1 inhibitor: 3; PP5 primary: 2.8; CTSL1 counter: 7; core dimer inh: 15; TPT1 inh: 2; CR mimetic SO: 88; JMJD2C inh: 14; ZTA counter: 1

Results for COc1ccc2cnn(-c3ccc(OC(F)(F)Cl)cc3)c(=O)c2c1OC ?
PP1 inh: -2; EBNA-1 inhibitor: -4; PP5 primary: -0.9; CTSL1 counter: -2; core dimer inh: 1; TPT1 inh: -3; CR mimetic SO: 109; JMJD2C inh: 6; ZTA counter: 5

What do the screens show for `O=Cc1ccc(N2CCCC2)o1`?
PP1 inh: 0; EBNA-1 inhibitor: 6; PP5 primary: -0.1; CTSL1 counter: 3; core dimer inh: 8; TPT1 inh: 0; CR mimetic SO: 103; JMJD2C inh: -6; ZTA counter: 10

What do the screens show for `CC1CN(c2nc3ccccn3c(=O)c2C=O)CC(C)O1` (centres undefined)?
PP1 inh: 2; EBNA-1 inhibitor: 0; PP5 primary: -0.7; CTSL1 counter: -2; core dimer inh: 3; TPT1 inh: -1; CR mimetic SO: 128; JMJD2C inh: 1; ZTA counter: 10

What do the screens show for `COc1c(S(=O)(=O)Nc2cccnc2)ccc(Cl)c1Cl`?
PP1 inh: 1; EBNA-1 inhibitor: 0; PP5 primary: 0.5; CTSL1 counter: -1; core dimer inh: -1; TPT1 inh: 2; CR mimetic SO: 88; JMJD2C inh: 8; ZTA counter: 9

What do the screens show for `Cc1ccc(-n2c(-c3ccncc3)n[nH]c2=S)cc1C`?
PP1 inh: -2; EBNA-1 inhibitor: -1; PP5 primary: -1.3; CTSL1 counter: 1; core dimer inh: -1; TPT1 inh: 0; CR mimetic SO: 74; JMJD2C inh: 4; ZTA counter: 4

What do the screens show for `CCCCCc1nc2c(c3c1CCCC3)CCCC2`?
PP1 inh: -2; EBNA-1 inhibitor: -18; PP5 primary: 1.9; CTSL1 counter: -9; core dimer inh: -2; TPT1 inh: 1; CR mimetic SO: 111; JMJD2C inh: -9; ZTA counter: 14

What do the screens show for `COC(=O)c1cnc(Nc2cc(C)ccc2OC)c2ccccc12`?
PP1 inh: -2; EBNA-1 inhibitor: -20; PP5 primary: 3.1; CTSL1 counter: -3; core dimer inh: 5; TPT1 inh: 2; CR mimetic SO: 73; JMJD2C inh: 1; ZTA counter: -4

Results for CCN(CC)c1ccc2c(Cl)cc(=O)oc2c1 ?
PP1 inh: 0; EBNA-1 inhibitor: -3; PP5 primary: 1.1; CTSL1 counter: 3; core dimer inh: 1; TPT1 inh: 2; CR mimetic SO: 114; JMJD2C inh: -24; ZTA counter: -9

Results for Cc1cc(C(=O)O[C@H]2[C@H](Cc3ccccc3)NS(=O)(=O)[C@H]3C[C@@H]4C=C[C@]23O4)ccc1[N+](=O)[O-] ?
PP1 inh: 0; PP5 primary: 0.7; CR mimetic SO: 90; JMJD2C inh: -4; ZTA counter: -5

What do the screens show for `CCCN1CCN(C(=S)Nc2ccc(SC(F)F)cc2)CC1`?
PP1 inh: -5; EBNA-1 inhibitor: 11; PP5 primary: 1.4; CTSL1 counter: -2; core dimer inh: -3; TPT1 inh: 4; CR mimetic SO: 80; JMJD2C inh: 8; ZTA counter: 3

Results for CC1CCCN(c2nc3c(c(=O)n(C)c(=O)n3C)n2CCSc2nc3ccccc3s2)C1 (centres undefined) ?
PP1 inh: 6; EBNA-1 inhibitor: -13; PP5 primary: 3.1; CTSL1 counter: 1; core dimer inh: 11; TPT1 inh: -1; CR mimetic SO: 104; JMJD2C inh: -4; ZTA counter: -1

What do the screens show for `Cc1cccc(NC(=S)Nc2ccc(Cl)c(Cl)c2)c1`?
PP1 inh: 0; EBNA-1 inhibitor: -21; PP5 primary: 3.4; CTSL1 counter: 1; core dimer inh: 2; TPT1 inh: -3; CR mimetic SO: 100; JMJD2C inh: 18; ZTA counter: 7

Results for O=C(Nc1ccc2c(c1)nc1n2CCSC1)c1ccccc1 ?
PP1 inh: 13; EBNA-1 inhibitor: -4; PP5 primary: 0.8; CTSL1 counter: 2; core dimer inh: 1; TPT1 inh: -1; CR mimetic SO: 91; JMJD2C inh: -2; ZTA counter: -21

Results for Cc1ccc(C)c(N2CCN(C(=O)c3ccc4c(=O)n5c(nc4c3)CCCCC5)CC2)c1 ?
PP1 inh: 1; EBNA-1 inhibitor: -5; PP5 primary: 3.5; CTSL1 counter: 2; core dimer inh: 15; TPT1 inh: 0; CR mimetic SO: 114; JMJD2C inh: -9; ZTA counter: -14

How did COc1ccc(S(=O)(=O)NC2CC(=O)N(c3ccc4c(c3)OCCO4)C2)cc1 (centres undefined) do in these assays?
PP1 inh: -3; EBNA-1 inhibitor: 9; PP5 primary: 0.4; CTSL1 counter: -1; core dimer inh: 1; TPT1 inh: -5; CR mimetic SO: 99; JMJD2C inh: 13; ZTA counter: 7

Results for S=C(NCCCN1CCOCC1)NC1CCCC1 ?
PP1 inh: -6; EBNA-1 inhibitor: 3; PP5 primary: 2.4; CTSL1 counter: 1; core dimer inh: 0; TPT1 inh: 0; CR mimetic SO: 105; JMJD2C inh: 10; ZTA counter: -13

An excerpt from above in order of number of heavy atoms, low to high.
What do the screens show for `Cc1cccc(NC(=S)Nc2ccc(Cl)c(Cl)c2)c1`?
PP1 inh: 0; EBNA-1 inhibitor: -21; PP5 primary: 3.4; CTSL1 counter: 1; core dimer inh: 2; TPT1 inh: -3; CR mimetic SO: 100; JMJD2C inh: 18; ZTA counter: 7

Results for Cc1ccc(C)c(N2CCN(C(=O)c3ccc4c(=O)n5c(nc4c3)CCCCC5)CC2)c1 ?
PP1 inh: 1; EBNA-1 inhibitor: -5; PP5 primary: 3.5; CTSL1 counter: 2; core dimer inh: 15; TPT1 inh: 0; CR mimetic SO: 114; JMJD2C inh: -9; ZTA counter: -14

Results for Cc1cc(C(=O)O[C@H]2[C@H](Cc3ccccc3)NS(=O)(=O)[C@H]3C[C@@H]4C=C[C@]23O4)ccc1[N+](=O)[O-] ?
PP1 inh: 0; PP5 primary: 0.7; CR mimetic SO: 90; JMJD2C inh: -4; ZTA counter: -5
